ABCB1 inh: inhibitors of human ABCB1 transporter, ABCG2 counter-screen; P08183; CCRF-Adr cells, JC-1 efflux, flow cytometry; inhibition, % at 6.6 µM; 190,000 tested, 0.067% active; in the data active = inhibition above about 40%;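 note: 0% = vehicle and 100% = reference inhibitor; higher value means more JC-1 retained so stronger ABCB1 efflux block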
RGS8-Gao: human RGS8-Galphao interaction regulation; P09471; 220,000 tested, 0.34% active; response (percent of control binding), % at 10 µM; multiplexed bead flow cytometry, RGS8-Galphao binding; actives lie on both sides; in the data active = response below about 60% or above about 140%; inactive = in between;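 note: Galphao activated as the GDP aluminium fluoride complex binding bead-coupled RGS8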
Bcl-XL Bim block: inhibitors of Bim-Bcl-XL interaction, human | Q07817 | Bim peptide-Bcl-XL binding, bead flow cytometry, fluorescence | inhibition, % at 10 µM | 190,000 tested, 0.04% active | AID 1007
RGS4-Gao reg: human RGS4-Galphao interaction regulation | P09471 | Multiplexed bead flow cytometry, RGS4-Galphao binding; actives lie on both sides | binding response (% of control), % at 10 µM | 220,000 tested, 0.33% active | AID 1415; in the data active = binding response below about 49% or above about 150%; inactive = in between;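 note: fluorescent Galphao activated with aluminum fluoride binding bead-coupled RGS4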
GSH fluor: compound fluoresces at 488/530 nm on GSH beads; fluorescence (KMESF) at 10 µM; 190,000 tested, 0.25% active; AID 1776; GSH beads flow cytometry, compound fluorescence 488/530 nm; stronger effect = higher value; in the data active = fluorescence above about 89;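 note: glutathione beads carrying GST-tagged Bcl family fusion proteins plus one bare bead set; values are compound well signal with DMSO vehicle wells as background; inactives centre near 16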
ABCG2 block: blocks JC-1 efflux by human ABCG2 transporter | Q9UNQ0 | IgMXP3 cells, flow cytometry | inhibition, % at 6.6 µM | 190,000 tested, 0.1% active;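 active = inhibition above 80%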;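 note: 0% = DMSO and 100% = nicardipine control wells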
Target sequence (Q9UNQ0 whole entry, looked up): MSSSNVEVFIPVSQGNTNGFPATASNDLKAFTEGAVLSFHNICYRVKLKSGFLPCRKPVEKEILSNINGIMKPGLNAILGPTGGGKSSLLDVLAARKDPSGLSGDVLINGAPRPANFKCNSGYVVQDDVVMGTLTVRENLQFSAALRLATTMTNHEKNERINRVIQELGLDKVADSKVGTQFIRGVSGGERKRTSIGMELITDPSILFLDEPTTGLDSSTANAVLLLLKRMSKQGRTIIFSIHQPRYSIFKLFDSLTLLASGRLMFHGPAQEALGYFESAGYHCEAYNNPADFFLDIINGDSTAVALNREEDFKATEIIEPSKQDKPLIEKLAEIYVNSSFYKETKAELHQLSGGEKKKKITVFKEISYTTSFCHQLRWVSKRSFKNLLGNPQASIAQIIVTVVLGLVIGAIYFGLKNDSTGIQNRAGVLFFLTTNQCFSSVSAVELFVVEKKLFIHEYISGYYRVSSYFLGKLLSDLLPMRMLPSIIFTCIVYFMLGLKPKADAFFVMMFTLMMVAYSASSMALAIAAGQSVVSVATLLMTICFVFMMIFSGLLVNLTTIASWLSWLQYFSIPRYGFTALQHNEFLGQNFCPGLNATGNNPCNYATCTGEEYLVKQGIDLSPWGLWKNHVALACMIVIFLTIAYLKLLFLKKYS
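Measure – % inhibition of efflux relative to nicardipine and DMSO · Test system – ABCG2 IgMXP3 and barcoded ABCB1 CCRF-Adr cell mix · Control set – nicardipine as high control, DMSO as low control · Compound – one concentration, 6.6 µM final · Signal – flow cytometry of retained JC-1 fluorescence · Timing – 10 min exposure at 25 °C with rotation, no wash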
Bcl-W Bim block: disrupts Bim peptide binding to human Bcl-W; Q92843; bead-based flow cytometry; inhibition, % at 10 µM; 190,000 tested, 0.02% active; AID 952;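 note: 0% = bound tracer without compound and 100% = peptide blocker; higher means less fluorescent Bim peptide bound to Bcl-W beads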
Target sequence (Q92843 whole entry, looked up): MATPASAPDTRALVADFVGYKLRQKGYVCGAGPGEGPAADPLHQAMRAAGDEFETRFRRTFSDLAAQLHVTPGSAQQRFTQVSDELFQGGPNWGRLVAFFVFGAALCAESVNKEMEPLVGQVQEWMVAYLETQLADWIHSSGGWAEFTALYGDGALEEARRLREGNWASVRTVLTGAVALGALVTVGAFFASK
Bcl-2 Bim block: disrupts Bim peptide binding to human Bcl-2. P10415. Bead-based flow cytometry, Bim peptide-Bcl-2 binding. inhibition, % at 10 µM. 190,000 tested, 0.06% active; in the data active = inhibition above about 40%; inconclusive = no clear call, values can overlap the other calls;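 note: 0% = no compound wells with probe peptide and 100% = reference peptide inhibitor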
Bfl-1 Bim block: human Bim-Bfl-1 interaction inhibition; Q16548; Bead-based flow cytometry, Bim-Bfl-1 binding inhibition; inhibition, % at 10 µM; 190,000 tested, 0.12% active;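 note: 0% = wells without compound plus tracer and 100% = blocker peptide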
Bcl-B Bim block: inhibitors of Bim-Bcl-B interaction, human; bead-based flow cytometry, Bim peptide-Bcl-B binding; inhibition, % at 10 µM; 190,000 tested, 0.073% active;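 note: 0% = tracer peptide without compound and 100% = reference inhibitor peptide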
Target sequence (Q9HD36 whole entry, looked up): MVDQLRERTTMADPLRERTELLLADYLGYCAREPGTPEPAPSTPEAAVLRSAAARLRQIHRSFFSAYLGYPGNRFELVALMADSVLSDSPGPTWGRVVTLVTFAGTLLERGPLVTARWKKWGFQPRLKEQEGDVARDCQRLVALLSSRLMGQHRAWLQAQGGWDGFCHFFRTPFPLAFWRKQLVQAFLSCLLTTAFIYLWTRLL
RGS7-Gao: regulators of human RGS7-Galphao interaction; binding response (% of control), % at 10 µM; Multiplexed bead flow cytometry, RGS7-Galphao binding; actives lie on both sides; 220,000 tested, 0.35% active; in the data active = binding response below about 49% or above about 150%; inconclusive = no clear call, values can overlap the other calls; inactive = in between;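 note: fluorescent Galphao held in activated GDP-AlF4 state binding bead-coupled RGS7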
* hit, by the source's call; ? = inconclusive; nt = no result given. Cut-off read from the data, not from the text of the source, unless noted: active = inhibition above about 40%.

SMILES	ABCB1 inh	RGS8-Gao	Bcl-XL Bim block	RGS4-Gao reg	GSH fluor	ABCG2 block	Bcl-W Bim block	Bcl-2 Bim block	Bfl-1 Bim block	Bcl-B Bim block	RGS7-Gao
CC(C)(C)n1nnnc1C(c1ccc(C(F)(F)F)cc1)N(Cc1ccccc1)Cc1ccco1 (stereo not given)	0.6	100	-2	96	22	1	-4	-2	0	0	98
COc1cc(CN2CCN(CCc3ccccc3)C(CCO)C2)cc(OC)c1 (stereo not given)	7.6	99	-4	100	14	18	-6	-6	-6	-11	101
CCCNC(=O)C(NS(=O)(=O)c1ccc2c(c1)c(=O)n(C)c(=O)n2C)c1ccccc1 (stereo not given)	0.4	102	-2	99	26	2	1	-8	-9	-7	100
Cc1cccc(CCNC(=O)C2CCCN(S(=O)(=O)c3cnc[nH]3)C2)c1 (stereo not given)	-0.1	88	0	89	27	0	0	-1	5	1	96
CCn1cc(C(=O)N2CCN(c3ccccn3)CC2)c2cc(OC)c(OC)cc2c1=O	0.4	98	-7	99	35	0	0	-4	-12	-11	101
CCCOc1ccc(N2CC(C(=O)Nc3ncccc3C)CC2=O)cc1 (stereo not given)	0.4	99	0	102	49	3	3	-1	3	0	103
Cc1cc(C)nc(Sc2c(C)nn(-c3ccccc3)c2C)n1	0.9	100	-4	100	24	0	-6	5	9	1	102
Cn1nc(C(F)(F)F)c(C#N)c1N1CCN(c2ccccc2)CC1	0.0	100	-1	100	80	0	0	-8	-10	-4	100
COc1cccc(NC(=O)c2nnn(CCc3ccccc3)c2N)c1	0.6	100	-3	102	15	3	-1	-4	-8	-7	103
Cc1ccc(OCCOc2ccc(Cl)cc2Cl)c([N+](=O)[O-])n1	1.1	102	-13	103	17	29	-10	-13	-18	-14	104
COC(=O)C1=C(C)OC(N)=C(C#N)C1c1ccc(OC)c(CSc2ccccn2)c1 (stereo not given)	1.5	98	0	94	66	7	0	-4	-7	-7	93
Cc1ccc(Cn2c(SCCN3CCCCC3)nc3c2c(=O)n(C)c(=O)n3C)cc1	1.5	103	-2	95	11	2	0	0	-2	-2	94
Cc1cc(-n2c(C)cc(C(=O)COC(=O)CN=C3NS(=O)(=O)c4ccccc43)c2C)no1	-0.2	100	-4	103	24	0	-3	-7	-4	-6	105
Fc1cccc(-c2nn[nH]n2)c1	1.0	100	-9	100	55	2	0	-6	-3	-5	99
Cn1c(=O)c(=O)n(C)c2cc(S(=O)(=O)N3CCC(Cc4ccccc4)CC3)ccc21	0.5	106	-16	104	36	2	-4	-4	-3	-6	107

The closing 2 records of the part before are carried over, then new ones follow:
SMILES	ABCB1 inh	RGS8-Gao	Bcl-XL Bim block	RGS4-Gao reg	GSH fluor	ABCG2 block	Bcl-W Bim block	Bcl-2 Bim block	Bfl-1 Bim block	Bcl-B Bim block	RGS7-Gao
Fc1cccc(-c2nn[nH]n2)c1	1.0	100	-9	100	55	2	0	-6	-3	-5	99
Cn1c(=O)c(=O)n(C)c2cc(S(=O)(=O)N3CCC(Cc4ccccc4)CC3)ccc21	0.5	106	-16	104	36	2	-4	-4	-3	-6	107
Cc1ccc(OCc2ccc(C(=O)Nc3nc4ccccc4n3C)o2)c([N+](=O)[O-])c1	0.2	97	-9	95	15	3	-4	-3	-4	-4	97
COc1cccc(CNC(=O)CCC2CCCN(C(=O)C3CCOCC3)C2)c1 (stereo not given)	0.4	100	-4	97	15	2	-3	-6	-7	-6	94
O=C(CCN1C(=O)C2C3C=CC(C3)C2C1=O)N1CCN(c2ccccc2Cl)CC1 (stereo not given)	1.3	104	9	108	55	5	5	-3	-13	-5	109
COc1ccccc1Nc1nc(N)nc(CN2CCN(Cc3ccccc3)CC2)n1	0.7	100	-6	96	60	2	-3	-2	-6	-1	95
CCOc1ccc(NC(=O)CSc2nnc(Cc3cccn3C)n2-c2ccc(OC)cc2)cc1	-1.6	100	1	98	20	3	1	0	-1	0	99
Cc1cccc2cc(C(c3nnnn3CC3CCCO3)N3CCc4ccccc4C3)c(=O)[nH]c12 (stereo not given)	0.7	90	1	97	12	0	-1	-1	0	-2	98
COCC(=O)NC1CCN(S(=O)(=O)c2cccc(C(C)=O)c2)CC1	0.6	106	-5	103	19	1	-4	-4	-12	-4	106
CCN(CC)S(=O)(=O)c1ccc2c(c1)c(=O)c(C(=O)N1CCc3ccccc3C1)cn2C	0.1	100	-5	101	42	1	0	-12	-9	-19	97
CCN(CC)S(=O)(=O)c1ccc2nc(NC(=O)c3cccs3)sc2c1	0.0	104	0	103	29	0	0	-13	-11	-8	105
Cc1cc(C)c(-c2cc(NC(=O)CSc3nncn3C)n(-c3ccccc3)n2)cc1C	0.5	101	-2	100	19	2	-2	0	-1	-4	98
CCC(=O)N1CCc2cc(Br)cc(S(=O)(=O)NCC3CCCO3)c21 (stereo not given)	-0.2	100	-5	100	nt	0	-5	-2	-3	-8	99
CC(C)c1ccc(OCC(=O)Nc2ccc(OC(F)(F)F)cc2)cc1	0.2	101	-4	103	10	6	-3	-3	-3	-2	98
C#CC1(NC(=O)N(C)C)CCCCC1	0.5	101	-3	106	11	6	-4	-3	-7	-5	110
Cc1cccc(C)c1NC(=O)C(NS(=O)(=O)c1cccs1)c1ccccc1 (stereo not given)	0.4	98	-5	101	6	2	-1	-1	0	-5	100
Cc1nn(CC(=O)N2CCc3ccccc3C2)c(C)c1[N+](=O)[O-]	0.4	100	1	99	10	1	16	0	-2	0	98
O=C(O)C1CC=CCC1C(=O)NCCc1cccc(Cl)c1 (stereo not given)	1.5	101	-7	98	37	47	1	-6	-16	-8	100
CCOP(=O)(OCC)C(NC(=O)c1ccc(OC)c(OC)c1)c1ccccc1 (stereo not given)	0.0	97	4	95	9	0	2	0	3	1	84
CCOc1ccc(NC(=O)C(=S)NC2CCCCC2)cc1	-0.3	110	-3	102	22	-2	-2	-6	-3	-2	107
CCCNC(=O)Nc1ccc(NC(C)=O)cc1	0.5	99	-4	98	19	3	0	0	-7	0	?
COC(=O)CSc1nc2ccccn2c(=O)c1C=O	0.2	101	-2	97	9	2	0	1	-1	2	98
Cc1ccc(CN2CCNC(=O)C2CC(=O)NCCCn2cccn2)o1 (stereo not given)	0.6	105	-6	107	13	1	-3	0	-7	-6	108
CCC(C)[C@H](NC(=O)OC(C)(C)C)C(=O)N/N=C/C1=Cc2ccccc2OC1 (stereo not given in full)	0.5	99	-3	102	16	2	0	-5	-10	-7	99
COc1ccc(OCCNC(=O)C(Cc2c[nH]c3ccccc23)NC(C)=O)cc1 (stereo not given)	0.5	101	0	100	10	2	0	-1	-4	0	94
COc1ccc(NC(=O)C2CCCN(S(=O)(=O)c3cccnc3)C2)c(OC)c1 (stereo not given)	0.6	104	-1	104	21	3	0	-8	-9	-3	105
CCN(Cc1ccccc1)Cc1nc(CCc2ccccc2)no1	-0.2	102	-6	104	19	0	-2	-2	-3	-6	103
C=CCSc1nnc(-c2ccncc2)n1-c1ccc(OCC)cc1	0.4	104	2	100	16	0	0	0	0	0	98
CCN1CCN(Cc2ccc(OC)c(OCc3ccccc3)c2)CC1	0.1	99	-1	98	26	0	-4	-3	-3	-2	97
CCOC(=O)CNS(=O)(=O)c1cc(-c2nn(C)c(=O)c3ccccc23)ccc1C	2.0	100	-3	103	19	11	-2	-3	-2	-3	98
COc1ccc2c(c1)-c1nc(/N=C/c3ccc(O)cc3)sc1CC2	0.6	100	0	99	13	11	3	2	6	-4	98
O=C(NCc1cccs1)C1CCCN1C(=O)Nc1ccccc1 (stereo not given)	0.3	94	-7	97	31	1	-3	1	-2	3	94
CC1=C(C(N)=O)C(c2cccc(OCc3ccccc3)c2)n2nnnc2N1 (stereo not given)	0.5	96	3	93	10	4	-1	-5	-12	-5	101
Cc1cc(C(C)(C)C)oc1C(=O)O	0.8	102	-2	102	14	1	1	0	-4	-3	102
Cc1ccc(OCCC(=O)OCC(=O)Nc2ccc(Cl)cn2)cc1	-0.1	98	8	98	272*	0	0	-3	-11	-6	95
CC1CCCN(C(=O)Cn2nnc(-c3cccnc3)n2)C1 (stereo not given)	0.3	97	-5	98	16	1	0	-11	-13	-9	94
CC(NC(=O)c1nn(C)c(=O)c2ccccc12)c1ccccc1 (stereo not given)	0.1	99	-3	100	25	2	0	-13	-10	-4	96
CCN1CCN(c2ccc(N=Cc3ccccc3O)cc2)CC1	0.2	99	-4	97	12	1	-1	-1	-3	-9	98
Cn1c(=O)oc2cc(S(=O)(=O)N3CCCC(C(=O)Nc4ccccn4)C3)ccc21 (stereo not given)	0.4	100	-1	97	25	1	0	-6	-12	-7	100
O=C(c1cc2ccccc2oc1=O)N(Cc1ccco1)CC1CCCO1 (stereo not given)	0.1	97	0	92	9	0	0	3	3	1	93
Cc1cc(C)n(-c2ccc3cccc(NS(C)(=O)=O)c3n2)n1	0.6	108	-5	112	11	6	0	-9	-8	-8	115
Cc1cc(Nc2ccc(F)cc2Cl)n2nc(C)nc2n1	0.3	104	-5	98	14	3	-2	-1	-2	0	99
COc1cc(OC)cc(C(=O)NNC(=O)Cc2ccc(OC)c(S(=O)(=O)N3CCOCC3)c2)c1	0.2	103	-5	101	11	3	-3	-9	-3	-6	101
N=c1sccn1CC(=O)NCc1ccc(Cl)cc1Cl	-0.1	103	-1	103	23	0	-4	-1	-2	-2	106
CCOC(=O)NC(=O)/C(N=Nc1ccc(C(F)(F)F)cc1)=C(\C)O	0.9	103	4	104	11	18	0	-1	-2	2	96
c1ccc(-n2nnnc2OCCOc2nnnn2-c2ccccc2)cc1	0.9	101	-13	103	29	5	0	-10	-13	-12	101
CCn1cc([N+](=O)[O-])c(C(=O)N2N=C3/C(=C/c4cccs4)CCCC3C2c2cccs2)n1 (stereo not given)	1.8	98	2	105	67	-1	0	3	10	6	103
CCOc1ccc(NC(=O)Nc2cnccn2)cc1	-0.1	102	-2	104	12	7	-4	-2	-7	-3	102
Nc1cc(Cl)nc(N/N=C/c2ccc([N+](=O)[O-])cc2)n1	0.9	99	-1	96	14	11	0	-3	-8	-7	97
COC(=O)c1sc(N)c(C(=O)OC)c1COC(=O)[C@@H](NS(=O)(=O)c1cccc(Cl)c1)C(C)C	1.5	101	0	100	5	-1	0	5	5	-2	99
Cc1cc(C)n(-c2nnc(N3CCN(c4ccccc4)CC3)nn2)n1	0.6	100	-2	76	14	3	-3	0	-3	-9	80
O=C(Nc1ccc(Cl)cc1)N(Cc1nnc2n1CCCCC2)c1ccccc1	0.6	98	-7	101	55	2	2	-5	-11	-6	98
CC(C)c1nccn1CCC(=O)O	0.2	95	1	92	16	1	1	-2	2	-1	94
O=c1c(-c2ccco2)[n+]([O-])c2ccccc2n1OCc1ccccn1	0.8	99	1	104	9	12	6	-1	5	-1	96
COC(=O)C(C)N(C#N)c1nc(NC(C)C)nc(SC)n1 (stereo not given)	1.3	99	-11	98	18	5	-4	-2	0	-2	100

High-throughput results as filed in PubChem BioAssay.
